Screens: PubChem BioAssay, Broad Institute
ERAP1 inh – blocks human ERAP1 aminopeptidase activity | 340,000 compounds, 0.15% hits | AID 652197 | inhibition, % at 10.7 µM | recombinant ERAP1, Leu-AMC fluorescence, 60 min;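 active means mean replicate inhibition of at least 30%, or all replicates individually reaching that 30% level; inactive means mean below 30% and not every replicate reaching it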;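 further: 0% = neutral control wells and 100% = L-leucinethiol positive control wells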
RAD52 anneal inh – inhibitors of human RAD52 DNA annealing; P43351; recombinant RAD52 DNA annealing, FRET fluorescence; inhibition, % at 18.7 µM; 360,000 compounds, 0.46% hits;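 active means every replicate showing at least 50% inhibition; inconclusive means mean inhibition at least 50% but not in every replicate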
Target sequence (P43351 whole entry, looked up): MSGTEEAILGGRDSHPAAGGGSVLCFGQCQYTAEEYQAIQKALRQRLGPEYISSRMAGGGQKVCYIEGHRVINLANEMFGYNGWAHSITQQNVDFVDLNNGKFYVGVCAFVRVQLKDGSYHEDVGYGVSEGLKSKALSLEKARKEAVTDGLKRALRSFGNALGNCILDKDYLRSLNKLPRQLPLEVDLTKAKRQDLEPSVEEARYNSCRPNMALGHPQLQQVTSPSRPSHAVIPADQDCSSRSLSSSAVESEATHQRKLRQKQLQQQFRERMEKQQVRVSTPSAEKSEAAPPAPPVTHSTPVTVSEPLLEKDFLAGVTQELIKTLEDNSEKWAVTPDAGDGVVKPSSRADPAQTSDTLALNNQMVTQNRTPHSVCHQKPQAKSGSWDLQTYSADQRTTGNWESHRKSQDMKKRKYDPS
PGC1a acetyl inh – lowers PGC1a acetylation signal in U2OS cells; 350,000 compounds, 0.17% hits; inhibition, % at 15.6 µM; AID 651687; AlphaScreen anti-acetyl-lysine; with virally co-expressed GCN5 acetyltransferase;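 active means every replicate shows inhibition of at least 40%; inconclusive means mean inhibition at least 40% but some replicate below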;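 further: 0% = neutral control wells and 100% = positive control wells; some results beyond the cut were filed as inactive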
miR-122 sensor – inhibitors of miR-122 in Huh7 cells. Huh7 miR-122 Renilla luciferase sensor, 48 h; neutral wells = 0, positive control = 100. 340,000 compounds, 0.3% hits. activation (reporter increase), % at 12.5 µM;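 active means mean replicate activation score at least 90 and every replicate individually at or above 90; inconclusive means only one of the two criteria met; inactive means neither criterion met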;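 further: higher luciferase means less miR-122 activity so hits act as miR-122 inhibitors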
Cneo AK release – Cryptococcus neoformans lysis via adenylate kinase release; C. neoformans lysis, adenylate kinase release luminescence, 4 h; normalised: neutral wells 0, clomiphene wells 100; lysis activity, % at 15 µM; 360,000 compounds, 0.2% hits; AID 651654;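 active means mean lysis activity across replicates of at least 80%, whatever share of replicates individually reach that level; inactive means mean lysis activity below 80%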
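Material – Cryptococcus neoformans yeast cells · Quantity – 5 × 10^6 yeast cells/mL · Buffer or medium – YPD medium · Compound – single dose · Timing – 4 h static compound exposure, 37 °C, read 1 h post-reagent · Signal – adenylate kinase release luminescence · Read-out basis – lysis from increased AK signal · Benchmarks – Clomiphene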
PglD DTNB – inhibitors of Campylobacter jejuni PglD acetyltransferase; inhibition, % at 12.5 µM; purified PglD enzyme, DTNB colorimetric CoA detection; 360,000 compounds, 0.098% hits; AID 602405; in the data active means inhibition above about 16%, passing the limit was not always enough; inconclusive means no clear call, values can overlap the other calls; further: strong numbers were not always called active
RAD54 branch – RAD54 (human) branch migration inhibition; Q92698; RAD54 Holliday junction branch migration, FAM/BHQ fluorescence; inhibition, % at 10.4 µM; 360,000 compounds, 0.14% hits; AID 602329;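 active means mean normalized replicate activity at least 40 and at least half of replicates scoring 40 or more; inconclusive means only one of the two criteria met; inactive means mean below 40 and under half of replicates reaching 40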;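 further: 0% = median of neutral control wells and 100% = median of positive control wells; inhibitors cause a drop in the FAM fluorescence signal; in these data hits start at about 50%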
E-sel inducer – E-selectin induction on HUVECs; P16581; HUVEC E-selectin immunofluorescence imaging; normalized: neutral wells 0, TNF-alpha wells 100; activation, % at 7.58 µM; 260,000 compounds, 0.37% hits; AID 686992;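 active means mean E-selectin-positive cell signal at least 10% of the positive control, reached in at least 60% of replicates, without over 20% cell loss; inconclusive means no rule given, readout overlaps actives, possibly toxicity-flagged; inactive means the rest, including those meeting only one limit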;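 further: in these data hits start at about 27%; measured in HUVEC primary endothelial cells; signal is the percent of cells scored E-selectin positive by PE staining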
Target sequence (P16581 whole entry, looked up): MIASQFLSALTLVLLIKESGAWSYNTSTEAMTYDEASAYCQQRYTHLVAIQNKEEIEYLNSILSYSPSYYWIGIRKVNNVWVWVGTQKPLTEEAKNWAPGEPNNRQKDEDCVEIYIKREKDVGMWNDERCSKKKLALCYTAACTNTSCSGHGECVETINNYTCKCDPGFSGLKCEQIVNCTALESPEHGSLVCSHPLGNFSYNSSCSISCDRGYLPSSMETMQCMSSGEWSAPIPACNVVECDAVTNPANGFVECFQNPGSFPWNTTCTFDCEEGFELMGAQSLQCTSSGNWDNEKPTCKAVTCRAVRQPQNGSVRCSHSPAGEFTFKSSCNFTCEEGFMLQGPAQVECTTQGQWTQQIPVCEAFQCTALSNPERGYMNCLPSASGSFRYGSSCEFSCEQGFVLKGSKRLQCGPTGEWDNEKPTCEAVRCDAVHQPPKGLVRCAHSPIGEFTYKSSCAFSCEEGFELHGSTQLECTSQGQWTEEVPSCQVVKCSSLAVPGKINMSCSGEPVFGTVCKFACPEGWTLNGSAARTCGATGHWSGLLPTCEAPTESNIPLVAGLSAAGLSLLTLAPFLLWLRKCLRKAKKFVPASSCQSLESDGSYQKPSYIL
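Read-out basis: % PE-positive cells; Test system: HUVEC primary endothelial cells; Technique: immunofluorescence imaging; Dosing: single-point compound dose.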
* = called active by the depositor; ? = inconclusive; / = no result given; & = joins results of further samples; [ ] = another dose, or the depositor's remark.

SMILES | ERAP1 inh | RAD52 anneal inh | PGC1a acetyl inh | miR-122 sensor | Cneo AK release | PglD DTNB | RAD54 branch | E-sel inducer
CN1c2ccccc2C(O)=C(C(=S)Nc2ccc(F)c(Cl)c2)S1(=O)=O | / | / | -3 | -4 | -17 | 0 | 0 | /
O=S(=O)(Nc1cc(Cl)ccn1)c1ccc(Cl)cc1 | / | / | 0 | 30 | -1 | -3 | -1 | /
CSC(=NC#N)N1CCN(c2ccc([N+](=O)[O-])cc2)CC1 | 6 | -24 | -38 | -8 | 2 | -4 | 5 | /
CC(C)CN(C(=O)c1ccc(S(=O)(=O)N2CCCC2)cc1)C1CCS(=O)(=O)C1 (stereo not drawn) | -2 | -1 | -4 | -2 | / | -2 | 2 | /
Cc1cc(Oc2ccccc2)nc(SCC(=O)Nc2ccccc2)n1 | / | / | -1 | 4 | -1 | -1 | -3 | /
CCCOP(=O)(OCCC)c1nc(-c2ccccc2)oc1NCc1ccccc1 | 0 | -1 | 2 | 33 | 1 | / | -6 | /
O=C(CCN1CCCCC1)NCC[C@H]1CC[C@@H](NC(=O)C2CCCC2)[C@H](CO)O1 | 7 | 3 | -5 | / | 0 | 2 | 1 | 0.0
COc1cccc(OC)c1C(=O)N1CCN(Cc2ccccc2F)CC1 | -1 | -10 | 1 | 6 | -1 | -2 | -3 | -0.1
Cc1ccc(OCCOC(=O)c2cc(S(=O)(=O)N3CCCCC3)ccc2N2CCOCC2)cc1 | -3 | 2 | -7 | -7 | 1 | -3 | 1 | -0.2
O=Nc1c(O)n(Cc2ccc(Cl)cc2Cl)c2ccccc12 | / | / | -7 | -2 | 0 | 2 | 2 | /
CCn1c(SCC(=O)Nc2nc(C)c(C)s2)nnc1-c1ccco1 | / | / | 10 | -2 | -1 | 0 | -3 | /
CC(=O)C1=C(O)C(=O)N(c2ccc(O)cc2)C1c1ccc([N+](=O)[O-])cc1 (stereo not drawn) | 11 | -11 | 2 | -1 | 2 | 7 | 2 | 2.6
CCOC(=O)c1ccccc1NS(=O)(=O)c1ccccc1F | / | / | -10 | / | 5 | 3 | 4 | /
C[C@@H]1CN([C@@H](C)CO)C(=O)c2cc(C#Cc3ccc(F)cc3)cnc2O[C@H]1CN(C)S(C)(=O)=O | 0 | -5 | -3 | -4[16.7 µM] | -5 | 2 | -3 | 0.0
C[C@@H]1CN([C@H](C)CO)C(=O)c2cc(NC(=O)Nc3cccc4ccccc34)ccc2O[C@@H]1CN(C)CC1CCCCC1 | 1 | 28 | -18 | -8[16.7 µM] | 2 | -1 | 6 | -11
COc1ccc(N(C(=O)c2ccncc2)S(=O)(=O)c2cccs2)cc1 | 1 | -10 | / | 10 | / | / | / | 1.0
COc1cc(C(=O)Oc2cc(N)n(S(=O)(=O)c3ccccc3)n2)cc(OC)c1OC | -1 | -8 | 3 | -3 | -1 | 0 | 1 | /
C=CCSc1nc(NC)c2sccc2n1 | / | / | -7 | -1 | 0 | 5 | -7 | /
O=C(CCl)Nc1ncc(S(=O)(=O)c2ccc([N+](=O)[O-])cc2)s1 | 2 | -3 | 1 | / | -2 | 1 | 3 | /
CN(C)C(=O)c1ccc(-c2ccc(C3[C@H]4CNC[C@@H]3N4C(=O)Nc3ccccc3F)cc2)cc1 (stereo partly drawn) | 0 | 9 | 1 | / | / | / | / | -0.6
COc1ccccc1OCC(=O)OCC(=O)NC1CCCCC1 | 0 | -1 | 10 | -1 | -1 | 4 | -3 | -0.1
Cc1cccc(C)c1-n1nnnc1C(c1ccccc1)N1CCN(C/C=C/c2ccccc2)CC1 (stereo not drawn) | 0 | -23 | 7 | 22 | 3 | 1 | 7 | /
O=C(NNC(=O)c1ccc(SCC2CCCO2)c([N+](=O)[O-])c1)c1ccc(Cl)c([N+](=O)[O-])c1 (stereo not drawn) | / | / | 11 | -1 | -2 | 4 | 0 | /
COc1ccc(CN(C)C[C@H]2Oc3ccc(NC(=O)Cn4cnnn4)cc3C(=O)N([C@@H](C)CO)C[C@H]2C)cc1 | 4 | -21 | -2 | 2[16.7 µM] | 0 | 5 | 4 | 0.4
N#Cc1ccccc1OCCN1C(=O)c2ccccc2C1=O | / | / | 4 | 0 | -2 | 5 | 7 | /
CCOC(=O)c1cccc(N2C(=O)c3ccccc3S2(=O)=O)c1 | / | / | / | 1 | 0 | 4 | -1 | /
CC(C)NC(=O)N(C)C[C@@H]1Oc2ncc(C#Cc3ccncc3)cc2C(=O)N([C@@H](C)CO)C[C@@H]1C | -2 | -21 | -4 | -1[16.7 µM] | 0 | -1 | 1 | 1.6
CCOC(=O)Nc1cc2c(cc1C(C)=O)OCO2 | / | / | -4 | 5 | 15 | 3 | -5 | /
Cn1c(N)c(C(=O)CSc2n[nH]c(-c3ccccc3)n2)c(=O)n(C)c1=O | 1 | -5 | / | / | 0 | 1 | -15 | 2.5
O=C(NCc1ccc(Cl)cc1)N1CCN(S(=O)(=O)c2ccccc2)CC1 | -2 | -7 | 8 | -1 | -1 | 2 | 6 | 0.2
COc1ccc(C(=O)NCCS(=O)(=O)NCc2ccc3c(c2)OCO3)cc1 | 2 | 1 | / | -4 | 4 | -3 | 3 | 0.0
CCN(CC)S(=O)(=O)c1cc(C(=O)OCC(=O)c2ccc3c(c2)NC(=O)CO3)ccc1F | / | / | 20 | -2 | -1 | 4 | -3 | /
CN(C)S(=O)(=O)c1ccc(C(=O)NCc2ccccn2)cc1 | -2 | -20 | 14 | -4 | 1 | 13 | -1 | /
O=C(C1CCOCC1)N1[C@@H](CO)[C@@H](c2ccccc2)C12CN(Cc1cccc(Cl)c1)C2 | 2 | -11 | -1 | / | / | / | / | -0.2
Cc1ccc(/C=N/NC(=O)c2nnn(-c3nonc3N)c2-c2ccccc2)o1 | -1 | -4 | -11 | -3 | 1 | 3 | -4 | /
CC(C)(C)OC(=O)N1CCC[C@H]1C(=O)O | 2 | -2 | -9 | -3 | 4 | 0 | 1 | /
O=C(O)Cc1coc2cc3c(cc12)CCC3 | 9 | -13 | -1 | -3 | 7 | -3 | 5 | /
CCc1ccc(CNC(=O)C2CCCN(c3nc4ccccc4o3)C2)cc1 (stereo not drawn) | / | / | -24 | 14 | 1 | 3 | 4 | /
N#C[C@H]1[C@@H](c2ccccc2)[C@H](CO)N1C(=O)CCN1CCCCC1 | 5 | 7 | -2 | / | 48 | -2 | -3 | -0.3
CCn1c(Oc2ccccc2F)nc2c1c(=O)n(C)c(=O)n2C | -6 | -4 | ? | 3 | -5 | 0 | -8 | /
CC(=O)c1ccc(N2CCN(c3ccc(S(=O)(=O)NCCN(C)C)cc3[N+](=O)[O-])CC2)cc1 | 1 | 21 | -53 | -3 | / | / | / | 1.6
COc1cc(C(O)P(=O)(OC2CCCCC2)c2ccc(N(C)C)cc2)cc(OC)c1OC (stereo not drawn) | / | / | 22 | 12 | -1 | 0 | 3 | /
O=c1[nH]c(NCCO)c(N=Cc2ccccc2)c(=O)[nH]1 | 10 | -73 | -10 | 2 | -8 | 2 | 4 | 0.5
CCOC(=O)c1ccc(NC(=O)CCc2nc(-c3ccc(Cl)cc3)no2)cc1 | / | / | 0 | -3 | 0 | -2 | 0 | /
C[C@@H]1CN([C@@H](C)CO)C(=O)CCCn2nncc2CO[C@@H]1CN(C)C(=O)Nc1ccnc(N2CCOCC2)c1 | -8&-1 | -7&-7 | 1&3 | -1 | 0 | -1 | 6 | -0.2
Cc1ccc(-c2c(C(=O)N/N=C/C3CCCCC3)nnn2-c2nonc2N)cc1 | 1 | -8 | -3 | -3 | 8 | 3 | 3 | /
CCOC(=O)COc1ccc2c(c1)c(C(C)=O)c(C)n2-c1ccccc1 | 1 | -1 | 12 | -1 | 0 | -5 | 0 | /
C[C@@H]1CCCCO[C@@H](CN(C)C(=O)Nc2ccc(F)cc2)[C@@H](C)CN([C@H](C)CO)C(=O)c2cc(NS(=O)(=O)c3cn(C)cn3)ccc2O1 | -5 | 4 | 2 | 6[16.7 µM] | -2 | -2 | -1 | -0.2

One compound at a time (already shown).
Listed for C[C@@H]1CN([C@@H](C)CO)C(=O)CCCn2nncc2CO[C@@H]1CN(C)C(=O)Nc1ccnc(N2CCOCC2)c1 = ERAP1 inh = -8&-1; RAD52 anneal inh = -7&-7; PGC1a acetyl inh = 1&3; miR-122 sensor = -1; Cneo AK release = 0; PglD DTNB = -1; RAD54 branch = 6; E-sel inducer = -0.2
Listed for O=C(O)Cc1coc2cc3c(cc12)CCC3 = ERAP1 inh = 9; RAD52 anneal inh = -13; PGC1a acetyl inh = -1; miR-122 sensor = -3; Cneo AK release = 7; PglD DTNB = -3; RAD54 branch = 5; E-sel inducer = /
Listed for C[C@@H]1CCCCO[C@@H](CN(C)C(=O)Nc2ccc(F)cc2)[C@@H](C)CN([C@H](C)CO)C(=O)c2cc(NS(=O)(=O)c3cn(C)cn3)ccc2O1 = ERAP1 inh = -5; RAD52 anneal inh = 4; PGC1a acetyl inh = 2; miR-122 sensor = 6[16.7 µM]; Cneo AK release = -2; PglD DTNB = -2; RAD54 branch = -1; E-sel inducer = -0.2

(more compounds)
SMILES | ERAP1 inh | RAD52 anneal inh | PGC1a acetyl inh | miR-122 sensor | Cneo AK release | PglD DTNB | RAD54 branch | E-sel inducer
C[C@@H]1CN([C@@H](C)CO)C(=O)c2cc(NC(=O)Nc3cccc4ccccc34)ccc2O[C@H]1CN(C)C(=O)Nc1ccccc1 | -10 | -1 | 1 | -3[16.7 µM] | -1 | -4 | 1 | 0.2
C[C@@H]1CCCCO[C@@H](CN(C)Cc2ccc(C(=O)Nc3ccccc3N)cc2)[C@@H](C)CN([C@H](C)CO)C(=O)c2cc(NS(=O)(=O)c3ccc(F)cc3)ccc2O1 | 0 | -25 | 3 | / | / | / | / | 1.6
O=C(O)C1CC(=O)N(c2ccc(OCc3ccccc3)cc2)C1 (stereo not drawn) | / | / | -1 | -7 | 0 | 4 | 2 | /
C[C@H](CO)N1C[C@H](C)[C@H](CN(C)S(=O)(=O)c2cccs2)Oc2c(NC(=O)c3ccncc3)cccc2C1=O | 4 | 5 | 12 | 21[16.7 µM] | 60 | 3 | 1 | -8.0
C[C@@H]1CCCCO[C@H](CN(C)CC2CCCCC2)[C@H](C)CN([C@H](C)CO)C(=O)c2cc(NC(=O)c3ccncc3)ccc2O1 | 7 | -13 | -10 | -7[16.7 µM] | 5 | 11 | 7 | -0.1
O=[N+]([O-])c1ccc2nc(CN3CCCCC3)[nH]c2c1 | -2 | -15 | 1 | 3 | 4 | -6 | 19 | -3.5

Compounds shown so far containing a thiophene ring, fused or not, in the order listed:
SMILES | ERAP1 inh | RAD52 anneal inh | PGC1a acetyl inh | miR-122 sensor | Cneo AK release | PglD DTNB | RAD54 branch | E-sel inducer
COc1ccc(N(C(=O)c2ccncc2)S(=O)(=O)c2cccs2)cc1 | 1 | -10 | / | 10 | / | / | / | 1.0
C=CCSc1nc(NC)c2sccc2n1 | / | / | -7 | -1 | 0 | 5 | -7 | /
C[C@H](CO)N1C[C@H](C)[C@H](CN(C)S(=O)(=O)c2cccs2)Oc2c(NC(=O)c3ccncc3)cccc2C1=O | 4 | 5 | 12 | 21[16.7 µM] | 60 | 3 | 1 | -8.0
